# ANO1 block = blocks the mouse calcium-activated chloride channel TMEM16A; Q8BHY3; HEK293 TMEM16A/YFP iodide influx fluorescence, ionomycin; normalized B-score (activity score, 25-100; higher = stronger inhibition) at 10 µM; hit rate 1.2% among 310,000; AID 588511;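 active = ratio plate-corrected score three or more library SD toward inhibition, starting fluorescence score within five deviations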;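 note: score derived from kinetic fluorescence span divided by baseline fluorescence per well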
# TRPC4 PAM = allosteric potentiators of mouse TRPC4 channel; Q9QUQ5; HEK293 TRPC4beta/mu-opioid, DAMGO EC20, Fluo-4 Ca2+ flux; active compounds read high; B-score at 10 µM; hit rate 0.42% among 310,000;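 active = B-score of calcium response area above 5 SD of library B-scores, with initial fluorescence ratio within 5 SD of library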;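 note: B-score of integrated fluorescence ratio over time as area under calcium response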
# TRPC4 agonist = opens the mouse TRPC4 cation channel; HEK293 TRPC4beta/mu-opioid, Fluo4 calcium fluorescence; active compounds read high; B-score at 10 µM; hit rate 0.49% among 310,000; AID 2237;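 active = B-score above 5 SD of library B-scores, and initial fluorescence ratio not above library mean plus 5 SD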;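 note: positive B-score marks a calcium rise read as TRPC4 activation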
#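 System: HEK293 cells stably co-expressing mouse TRPC4beta and mu-opioid receptor; Schedule: Fluo4 dye loading 45 min at room temperature, 110 s recording; Detection: Fluo4 fluorescence, kinetic; Evaluation: B-scored integrated calcium fluorescence ratio; Controls: buffer (low) and maximal DAMGO (high).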
# RGS4 inh = inhibitors of human RGS4. P49798. HEK293 M3R/RGS4 inducible, Fluo-4 calcium flux; active compounds read high; triggered by carbachol at its EC20. B-score at 10 µM. hit rate 0.45% among 310,000;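 active = B-score, a plate-corrected calcium signal, over three deviations above library mean, with baseline fluorescence within five deviations of library mean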;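 note: RGS4 expression induced by doxycycline in cells with stable M3 receptor; B-score is computed from the integrated fluorescence ratio over baseline after carbachol; higher B-score means a larger calcium signal and so more RGS4 inhibition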
# Target sequence (P49798 whole entry, looked up): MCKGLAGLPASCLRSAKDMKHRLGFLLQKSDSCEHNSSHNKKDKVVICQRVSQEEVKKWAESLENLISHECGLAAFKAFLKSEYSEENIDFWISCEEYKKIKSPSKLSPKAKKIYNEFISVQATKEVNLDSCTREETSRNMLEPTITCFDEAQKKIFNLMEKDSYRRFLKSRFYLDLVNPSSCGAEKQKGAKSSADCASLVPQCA
# TRPC6 activator = activates the mouse TRPC6 cation channel | Q61143 | HEK293-TRPC6 membrane potential dye fluorescence; active compounds read high | B-score at 10 µM | hit rate 0.13% among 310,000;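 active = B-score of the integrated fluorescence ratio above library mean plus 3 SD, and starting fluorescence ratio within library mean plus 5 SD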;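 note: higher score means more depolarization so channel activation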
# Target sequence (Q61143 whole entry, looked up): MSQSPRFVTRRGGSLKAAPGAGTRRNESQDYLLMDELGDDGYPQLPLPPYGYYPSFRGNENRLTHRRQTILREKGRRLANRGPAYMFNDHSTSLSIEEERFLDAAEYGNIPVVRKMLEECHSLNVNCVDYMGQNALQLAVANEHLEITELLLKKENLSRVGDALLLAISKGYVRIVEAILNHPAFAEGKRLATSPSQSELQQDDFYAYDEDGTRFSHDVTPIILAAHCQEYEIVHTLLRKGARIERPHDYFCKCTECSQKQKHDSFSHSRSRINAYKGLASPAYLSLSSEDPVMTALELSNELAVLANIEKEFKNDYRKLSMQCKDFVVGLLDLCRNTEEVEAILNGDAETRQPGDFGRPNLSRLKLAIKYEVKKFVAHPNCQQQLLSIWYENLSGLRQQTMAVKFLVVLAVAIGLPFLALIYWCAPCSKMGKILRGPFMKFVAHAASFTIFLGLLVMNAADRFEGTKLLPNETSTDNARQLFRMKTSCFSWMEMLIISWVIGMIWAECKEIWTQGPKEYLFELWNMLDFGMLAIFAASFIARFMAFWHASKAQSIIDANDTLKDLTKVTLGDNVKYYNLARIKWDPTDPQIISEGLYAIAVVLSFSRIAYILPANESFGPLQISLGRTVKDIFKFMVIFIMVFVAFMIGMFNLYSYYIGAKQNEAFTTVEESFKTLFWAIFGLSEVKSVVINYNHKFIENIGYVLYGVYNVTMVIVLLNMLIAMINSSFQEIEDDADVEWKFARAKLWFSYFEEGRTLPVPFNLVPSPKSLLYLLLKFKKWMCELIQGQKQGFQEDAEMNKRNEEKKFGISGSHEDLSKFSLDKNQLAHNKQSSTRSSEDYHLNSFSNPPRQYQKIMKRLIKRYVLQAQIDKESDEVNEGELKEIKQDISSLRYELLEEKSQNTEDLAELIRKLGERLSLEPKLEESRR
# TRPC6 inh = mouse TRPC6 channel inhibition; Q61143; HEK293-TRPC6, membrane potential dye, ACh-evoked depolarization; active compounds read low; B-score at 10 µM; hit rate 1.1% among 310,000; AID 2553;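 active = B-score under library mean minus 3 SD, initial fluorescence not abnormally high, positive integrated signal ratio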;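 note: B-score derived from integrated fluorescence ratio over the kinetic read; more negative B-score means stronger inhibition of depolarization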
# MrgX1 antag = blocks BAM8-22 activation of human MrgX1 receptor | AID 588676 | B-score at 10 µM | MRGX1-HEK293 calcium flux, Fluo-4, BAM8-22 antagonism; active compounds read low | hit rate 1.3% among 310,000;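 active = calcium-response B-score plate-corrected more than 3 library SD below zero, starting fluorescence within 5 deviations, no agonist response on first addition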;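 note: peak minus trough fluorescence over baseline after final BAM8-22 challenge near maximal dose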
# MrgX1 agonist = activates human MrgX1 receptor signaling. MrgX1-HEK293 cells, Fluo-4 calcium fluorescence, agonist mode; active compounds read high. B-score at 10 µM. AID 588627. hit rate 0.44% among 310,000. Q96LB2;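 active = calcium response B-score plate-corrected fluorescence ratio at least 3 library SD, with starting fluorescence B-score inside 5 SD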
#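 Test system: Stable human MrgX1 HEK293 cell line | Schedule: Overnight plating before 1 h dye loading | Read-out basis: Baseline-normalised fluorescence change ratio, B-scored | Detection: Kinetic calcium dye fluorescence, Fluo-4 NW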
# TRPC4 inh = TRPC4 (mouse) channel inhibition. Q9QUQ5. HEK293 TRPC4beta/mu-opioid, DAMGO-evoked Fluo4 calcium flux; active compounds read low. B-score at 10 µM. hit rate 0.39% among 300,000;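 active = B-score over 3 SD under the library average, no early fluorescence shift, positive overall ratio signal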
#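 test system = HEK293 cells with stable TRPC4beta plus mu-opioid receptor expression | detection = Fluo4 Ca2+ flux fluorescence | read-out = integrated fluorescence ratio relative to baseline, converted to per-well B score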
# MrgX1 allo act = allosterically activates human MrgX1 receptor signaling | Q96LB2 | MrgX1-HEK293, Fluo-4 calcium flux, FDSS; active compounds read high | B-score at 10 µM | hit rate 0.63% among 310,000 | AID 588675;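 active = plate-corrected calcium response at least 3 library SD above typical, normal starting fluorescence, not activating the receptor alone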;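 note: compound read alongside a low EC10 to EC30 dose of BAM8-22 agonist; peak minus trough fluorescence over baseline measured at the second addition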
# ANO1 activ = activates or potentiates the mouse TMEM16A chloride channel; Q8BHY3; HEK293 TMEM16A/YFP-H148Q/I152L, iodide quench fluorescence; active compounds read low; B-score at 10 µM; hit rate 0.3% among 340,000;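 active = fluorescence-ratio B-score plate-corrected deviation score at least 3 library SD below zero, with starting fluorescence score within 5 deviations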;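 note: channel opened by trigger with iodide after compound preincubation; score built on the fluorescence ratio of max minus min over baseline; more negative score means more quench and so TMEM16A activation or potentiation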
# Starred values were filed as active, the others as inactive; i = inactive; x = no result given.
SMILES | ANO1 block | TRPC4 PAM | TRPC4 agonist | RGS4 inh | TRPC6 activator | TRPC6 inh | MrgX1 antag | MrgX1 agonist | TRPC4 inh | MrgX1 allo act | ANO1 activ
O=C(c1ccncc1)N1CCN(c2ccc(F)cc2)CC1 | i | i | i | i | i | i | i | i | i | i | i
Cc1cc(C)c2[nH]c(=O)c(C(c3nnnn3CC3CCCO3)N3CCC(C)CC3)cc2c1 (stereo not given) | i | i | i | i | i | i | i | i | i | i | i
CCOC(=O)C1CCCN(C(=O)c2ccc(S(=O)(=O)NCc3ccco3)cc2)C1 (stereo not given) | i | i | i | i | i | i | i | i | i | i | i
O=C(Nc1ccc2oc(-c3ccccc3)nc2c1)c1ccncc1 | i | i | i | i | i | i | i | i | i | i | i
COc1ccccc1Nc1ncnc2c1c(C)c(C)n2CCCN(C)C | i | i | i | i | i | -5.2* | i | i | i | i | i
O=C(COC(=O)c1ccc[n+]([O-])c1)Nc1c(Br)cc([N+](=O)[O-])cc1Br | i | i | i | i | i | i | i | i | i | i | x
O=C(NCCc1ccccn1)c1nc(Cn2cc(Br)cn2)no1 | i | i | i | i | i | i | i | i | i | i | i
O=C1CCCC(O)=C1C(C#Cc1ccccc1)C1=C(O)CCCC1=O | i | i | i | 6.7* | i | i | i | 27* | i | i | i
O=C(CNC(=O)c1ccccc1)N/N=C/c1ccccc1Cl | i | i | i | i | i | i | i | i | i | i | i
CC(=O)c1cc(-c2ccccc2)n(CCC(=O)NCc2cccs2)c1C | i | i | i | i | i | i | i | i | i | i | i
CC(=O)Nc1cccc(NC(=O)C(=O)NCC(c2ccco2)N2CCc3ccccc32)c1 (stereo not given) | i | i | i | i | i | i | i | i | i | i | i
Cc1cc(C)n(-c2c(F)c(F)c(CN3CCCCC3)c(F)c2F)n1 | i | i | i | i | i | i | i | i | i | i | i
CC1=C(C#N)C(=O)OC(C)(C)C1 | i | i | i | i | i | i | i | i | i | i | i
Cc1c(C(=O)O)nn(-c2ccccc2)c(=O)c1C#N | i | i | i | i | i | i | i | i | i | i | i
O=C(O)C(Cc1ccccc1)NS(=O)(=O)c1ccc2c(c1)OCCO2 (stereo not given) | i | i | i | i | i | i | i | i | i | i | i

# More entries.
SMILES | ANO1 block | TRPC4 PAM | TRPC4 agonist | RGS4 inh | TRPC6 activator | TRPC6 inh | MrgX1 antag | MrgX1 agonist | TRPC4 inh | MrgX1 allo act | ANO1 activ
COc1ccc(C(=O)N2CCc3[nH]nc(-c4ccccc4)c3C2)cc1 | i | i | i | i | i | i | i | i | i | i | i
CC(=O)c1c(C)[nH]c(=S)c(C#N)c1-c1ccc(F)cc1 | i | i | i | i | i | i | i | i | i | i | i
N#Cc1ccc(CN2C(=O)NC3(CCCCCC3)C2=O)cc1 | i | i | i | i | i | i | i | i | i | i | i
COC(=O)C(C)N=Cc1ccccc1 (stereo not given) | i | i | i | i | i | i | i | i | i | i | i
CSc1scc2c1-c1nc(SCC(=O)C(C)(C)C)ncc1CC2 | i | i | i | i | i | i | i | i | i | i | i
COc1cc(C(=S)N2CCOCC2)ccc1O | i | 42* | i | i | i | i | i | i | i | i | i
CCOc1cccc(N2C(=O)CC(n3cnc4ccccc43)C2=O)c1 (stereo not given) | i | i | i | i | i | i | i | i | i | i | i
O=C(O)c1ccccc1-c1ccccc1C(=O)NCc1ccccc1Cl | i | i | i | i | i | i | i | i | i | i | i
O=C(/C=C/c1ccc(Cl)cc1)NC(=S)Nc1ccc(CN2CCOCC2)cc1 | i | i | i | i | i | i | i | i | i | i | i
CCSc1nnc(-c2ccc(S(=O)(=O)N3CCOCC3)cc2)n1CC1CCCO1 (stereo not given) | i | i | i | i | i | i | i | i | i | i | i
OC(C#CCN1CCOCC1)(c1ccccc1)C1CCCCC1 (stereo not given) | i | i | i | i | i | i | i | i | i | i | i
Cc1ccc2c(c1)C(c1ccccc1)CC(=O)O2 (stereo not given) | i | i | i | i | i | i | i | i | i | i | i
COc1ccc(N2CCN(CCCNC(=O)Nc3ccccc3)CC2)cc1 | i | i | i | i | i | i | i | i | i | i | i
OC(CNCCc1ccc(Cl)cc1)COc1cc(Cl)ccc1Cl (stereo not given) | i | i | i | i | i | i | i | i | i | i | i
COC(C[C@@H](O)[C@@H](C)[C@@H](O)COCc1ccccc1)OC | x | i | i | i | i | i | x | x | i | x | i

# (further entries)
SMILES | ANO1 block | TRPC4 PAM | TRPC4 agonist | RGS4 inh | TRPC6 activator | TRPC6 inh | MrgX1 antag | MrgX1 agonist | TRPC4 inh | MrgX1 allo act | ANO1 activ
CCOC(=O)C1C(=O)OC2(CCOC(C)(C)C2)C1C(=O)OCC (stereo not given) | i | i | i | i | i | i | i | i | i | i | i
O=C(Nc1ccnn1C1CCN(C(=O)Cc2ccccc2F)CC1)C1CC1 | i | i | i | i | i | i | i | i | i | i | i
CN(C)C(CNC(=O)c1ccc(S(=O)(=O)NCc2ccco2)cc1)c1ccccc1 (stereo not given) | i | i | i | i | i | i | i | i | i | i | i
CC(=O)N1CCC(C(=O)OCc2ccc(Cl)cc2)(c2ccccc2)CC1 | i | i | i | i | i | i | i | i | i | i | i
CC1(c2ccccc2)NC(=O)N(CC(=O)Nc2cc3c(cc2Br)OCCO3)C1=O (stereo not given) | i | i | i | i | i | i | i | i | i | i | i
NS(=O)(=O)c1ccc(NC(=O)COc2ccc(C(=O)c3ccc(F)cc3)cc2)cc1 | i | i | i | i | i | i | i | i | i | i | i
CCNc1nc(N)c(C(=O)c2ccc(Cl)s2)s1 | i | i | i | i | i | i | i | i | i | i | i
CC(C)C(c1nnnn1C1CCCCC1)N1CCc2ccccc21 (stereo not given) | i | i | i | i | i | i | i | i | i | i | i
CC1CCCCN1C(=O)COC(=O)C1CCN(S(=O)(=O)c2ccc(Cl)c(C(F)(F)F)c2)CC1 (stereo not given) | i | i | i | i | i | i | i | i | i | i | i
Cc1ccc(N2C(=O)C(Cl)=C(N3CCN(C)CC3)C2=O)c(C)c1 | i | i | i | i | i | i | i | i | i | i | i
COCc1cc(C)nc(SCc2ccccc2)c1C#N | i | i | i | i | i | i | i | i | i | i | i
Cc1onc(-c2ccccc2)c1C(=O)N/N=C/c1cccs1 | i | i | i | i | i | i | i | i | i | i | i
CC1CCN(C(=O)CN(c2ccccc2)S(=O)(=O)N(C)C)CC1 | i | i | i | i | i | i | i | i | i | i | i
O=C(Cc1ccc(F)cc1)N1CCN=C1SCc1cccc([N+](=O)[O-])c1 | i | i | i | i | i | i | i | i | i | i | i
Cc1c(C(=O)Nc2ccncc2)sc2nc(-c3ccc(F)cc3)cn12 | i | i | i | i | i | i | i | i | i | i | i

# Other results follow:
SMILES | ANO1 block | TRPC4 PAM | TRPC4 agonist | RGS4 inh | TRPC6 activator | TRPC6 inh | MrgX1 antag | MrgX1 agonist | TRPC4 inh | MrgX1 allo act | ANO1 activ
CCC1CCCCN1C(=O)CCn1c(=O)oc2ccccc21 (stereo not given) | i | i | i | i | i | i | i | i | i | i | i
CCOc1cc(-c2sc(Nc3ccccc3)n[n+]2C)ccc1OC | i | i | i | i | i | i | i | i | i | i | i
O=C(COC(=O)c1cc(=O)[nH]c2ccccc12)NC1CCCCCCC1 | i | i | i | i | i | i | i | i | i | 9.7* | i
CCC(C)n1c(-c2cc(OC)c(OC)c(OC)c2)nc2nc3ccccc3nc21 (stereo not given) | i | i | i | i | i | i | i | i | i | i | x
COC(=O)NNC(=O)c1ccc(C(C)(C)C)cc1 | i | i | i | i | i | i | i | i | i | i | i
CC(NC(=S)NNS(=O)(=O)c1cccc([N+](=O)[O-])c1)c1ccccc1 (stereo not given) | i | i | i | i | i | i | i | i | i | i | i
COc1ccc2c(c1OC)C(=O)N1C2SC[C@H]1C(=O)NCCC(C)C (stereo not given in full) | i | i | i | i | i | i | i | i | i | i | i
Cc1nc2ccc(NC(=O)Cc3cccs3)cc2s1 | i | i | i | i | i | i | i | i | i | i | i
CC(C)NC(=O)C(=O)Nc1cc2c3c(c1)C(C)C(=O)N3CCC2 (stereo not given) | i | i | i | i | i | i | i | i | i | i | i
COCCN1C(=O)/C(=C/c2ccc(N3CCCC3)cc2C)SC1=S | i | i | i | i | i | i | i | i | i | 19* | i
CC(=O)c1cccc(NC(=O)Cn2nc(-c3ccccc3Cl)ccc2=O)c1 | i | i | i | i | i | i | i | i | i | i | i
CCN1C(=O)c2ccc(C(=O)NCc3ccco3)cc2C1=O | i | i | i | i | i | i | i | i | i | i | i
COc1ccc(-n2c(SCC(=O)NNC(=O)c3ccccc3C)nnc2-c2ccncc2)cc1 | i | i | i | i | i | i | i | i | i | i | i
Cc1cc(NCc2ccccn2)ccc1Br | i | i | i | i | i | i | i | i | i | i | i
CC(C)Cn1c(-c2csc(C(C)C)c2)n[nH]c1=S | i | 13* | i | i | i | i | i | i | i | i | i

# The results go on.
SMILES | ANO1 block | TRPC4 PAM | TRPC4 agonist | RGS4 inh | TRPC6 activator | TRPC6 inh | MrgX1 antag | MrgX1 agonist | TRPC4 inh | MrgX1 allo act | ANO1 activ
O=C(Cn1nc(C(F)F)cc1C(F)F)N/N=C/c1ccc2c(c1)OCO2 | i | i | i | i | i | i | i | i | i | i | i
COc1ccccc1NC(=O)CN1CCN(CC(=O)Nc2cc(C)ccc2OC)CC1 | x | i | i | i | i | i | x | x | i | x | i
Nc1cc(=O)[nH]c(SCC(=O)Nc2cc(Cl)ccc2Cl)n1 | i | i | i | i | i | i | i | i | i | i | i
O=S(=O)(c1ccccc1Cl)N1CCCC1c1nc(-c2ccccc2Cl)no1 (stereo not given) | 100* | i | i | i | i | i | i | i | i | i | i
O=C(Nc1cccnc1)c1cc(-c2cccc(Br)c2)nc2ccccc12 | i | i | i | i | i | i | i | i | i | i | i
O=[N+]([O-])c1cccc(N2Cc3ccccc3C2)c1 | i | i | i | i | i | i | i | i | i | i | i
Cc1c(NP(=O)(c2ccc(Br)cc2)c2ccc(Br)cc2)c(=O)n(-c2ccccc2)n1C | i | i | i | i | i | i | i | i | i | i | i
COc1ccccc1-n1c(CNC(=O)c2ccco2)nnc1SCC(=O)Nc1ccc(F)cc1 | i | i | i | i | i | i | i | i | i | i | i
CC(C)CC(=O)Nc1nc2c(c(=O)[nH]1)CCCC2 | i | i | i | i | i | i | i | i | i | i | i

# Compound activity as filed in PubChem BioAssay.
